From PubChem BioAssay
LYPLA2 inh: blocks human lysophospholipase 2, a PME1 counter-screen | O95372 | recombinant LYPLA2, FP-Rh probe fluorescence polarization | inhibition, % at 5.9 µM | 320,000 tested, 0.38% active;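 active = inhibition above the screen-wide mean plus 3 SD, limit set per campaign, cut at about 26% in these data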;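 note: 0% = LYPLA2 with DMSO and 100% = wells lacking LYPLA2 enzyme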
Target sequence (O95372 whole entry, looked up): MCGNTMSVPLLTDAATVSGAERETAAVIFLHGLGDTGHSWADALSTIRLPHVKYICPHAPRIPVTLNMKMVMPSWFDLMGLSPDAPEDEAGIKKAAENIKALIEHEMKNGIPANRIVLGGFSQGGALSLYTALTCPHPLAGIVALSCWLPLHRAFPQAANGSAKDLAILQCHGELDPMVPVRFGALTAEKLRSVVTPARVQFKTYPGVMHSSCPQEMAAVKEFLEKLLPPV
GSTO1 inh: GSTO1 inhibition, counter-screen for RBBP9 inhibitors | recombinant GSTO1, activity-based probe fluorescence polarization | inhibition, % at 5.96 µM | AID 1974 | 300,000 tested, 1.1% active | P78417;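 active = inhibition above the campaign mean inhibition plus 3 SD, cut at about 35% in these data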;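 note: 0% = GSTO1-1 with DMSO and 100% = wells lacking GSTO1-1 enzyme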
Target sequence (P78417 whole entry, looked up): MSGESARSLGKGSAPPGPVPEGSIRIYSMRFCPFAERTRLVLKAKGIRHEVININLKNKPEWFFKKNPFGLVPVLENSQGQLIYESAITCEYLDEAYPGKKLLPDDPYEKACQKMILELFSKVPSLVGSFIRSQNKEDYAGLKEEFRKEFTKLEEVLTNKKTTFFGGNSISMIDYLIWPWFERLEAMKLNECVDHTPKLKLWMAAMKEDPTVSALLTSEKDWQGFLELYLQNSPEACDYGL
PAD4 FP inh: PAD4 (human) enzyme inhibition; Q9UM07; recombinant PAD4, RCA probe fluorescence polarization; inhibition, % at 6.36 µM; 330,000 tested, 0.41% active;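 active = percent inhibition above a cutoff equal to the mean of all tested compounds plus 3 SD, cut at about 15% in these data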;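 note: 0% = PAD4 with RCA probe and DMSO and 100% = probe without PAD4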
PAFAH1B3 FP inh: PAFAH1B3 (human) inhibition; Q15102; recombinant PAFAH1B3, FP-rhodamine probe, fluorescence polarization; inhibition, % at 3.39 µM; 340,000 tested, 0.28% active;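 active = inhibition above the screen-wide average of all tested compounds plus 3 SD, cut at about 25% in these data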;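 note: 0% = enzyme with DMSO only and 100% = wells lacking PAFAH1B3 protein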
PME-1 primary: PME-1 (human) inhibition. Q9Y570. recombinant PME-1, FP-Rh probe fluorescence polarization. inhibition, % at 5.9 µM. 320,000 tested, 0.53% active;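 active = inhibition above the campaign mean of all compounds plus 3 SD, cut at about 26% in these data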;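 note: competitive labeling of PME-1 active site by serine hydrolase directed probe; 0% = PME-1 with DMSO and 100% = wells lacking PME-1 enzyme; inhibitors block probe labeling so polarization falls and inhibition rises; many of its hits are not listed in these tables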
pPAFAH FP inh: pPAFAH (human) enzyme inhibition. 330,000 tested, 1.5% active. AID 463082. Q13093. recombinant pPAFAH, FP-rhodamine probe fluorescence polarization. inhibition, % at 3.39 µM;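 active = inhibition above the mean inhibition across the screen plus 3 SD, cut at about 25% in these data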;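 note: inhibitors block binding of the rhodamine activity-based probe so polarization drops; 0% = enzyme with DMSO and 100% = wells lacking pPAFAH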
PAFAH1B2 inh: inhibitors of human PAFAH1B2 | P68402 | recombinant PAFAH1B2, FP-rhodamine activity probe, fluorescence polarization | inhibition, % at 3.39 µM | 340,000 tested, 1.2% active;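 active = inhibition above the mean of all tested compounds plus 3 SD, cut at about 24% in these data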;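 note: 0% = enzyme with DMSO and 100% = wells lacking PAFAH1B2; many of its hits are not listed in these tables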
Target sequence (P68402 whole entry, looked up): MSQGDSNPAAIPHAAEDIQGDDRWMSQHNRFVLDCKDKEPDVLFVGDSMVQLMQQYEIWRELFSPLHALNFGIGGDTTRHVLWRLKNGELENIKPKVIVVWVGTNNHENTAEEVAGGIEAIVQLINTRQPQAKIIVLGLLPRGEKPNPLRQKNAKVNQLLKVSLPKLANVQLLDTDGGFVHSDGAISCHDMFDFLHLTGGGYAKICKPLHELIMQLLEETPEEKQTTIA
PREPL inh: human PREPL enzyme inhibition; inhibition, % at 5.96 µM; 320,000 tested, 0.68% active; Q4J6C6; recombinant PREPL, fluorescence polarization activity-based probe; in the data active = inhibition above about 43%;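 note: 0% = enzyme with DMSO and 100% = wells lacking enzyme; many of its hits are not listed in these tables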
LYPLA1 inh: LYPLA1 (human) inhibition in PME1 counter-screen | O75608 | recombinant LYPLA1, FP-Rh probe fluorescence polarization | inhibition, % at 5.9 µM | 320,000 tested, 0.16% active;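 active = inhibition above the mean of all tested compounds plus 3 SD, set per campaign, cut at about 14% in these data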;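 note: inhibitors block serine hydrolase probe labeling of LYPLA1 so polarization falls; 0% = enzyme with DMSO and 100% = wells lacking LYPLA1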
Target sequence (O75608 whole entry, looked up): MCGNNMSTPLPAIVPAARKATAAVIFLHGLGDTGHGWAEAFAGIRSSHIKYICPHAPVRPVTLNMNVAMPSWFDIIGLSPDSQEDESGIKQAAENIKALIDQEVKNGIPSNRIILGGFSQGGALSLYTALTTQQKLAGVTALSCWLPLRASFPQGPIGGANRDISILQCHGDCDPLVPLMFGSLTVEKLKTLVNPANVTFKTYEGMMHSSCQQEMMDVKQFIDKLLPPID
Starred values were filed as active, the others as inactive; x = not tested or not shown. Only part of the results is shown (hit frequency here may not be typical).

SMILES	LYPLA2 inh	GSTO1 inh	PAD4 FP inh	PAFAH1B3 FP inh	PME-1 primary	pPAFAH FP inh	PAFAH1B2 inh	PREPL inh	LYPLA1 inh
Cc1ccc(NCc2ccc(Cl)nc2)c(NCc2ccc(Cl)nc2)c1	0	18	-7	3	-2	2	4	15	-2
Cc1ccc(/C=N/NC(=O)c2nnn(-c3nonc3N)c2C(C)C)s1	3	8	5	2	7	2	3	6	5
O=C(O)c1c(NC(=O)c2cccc3ccccc23)sc2c1CCC2	0	-38	-2	13	2	22	4	10	4
N#Cc1cncc(C#Cc2ccccc2)c1	6	-3	-2	3	-6	6	4	-10	-4
O=C(CS(=O)(=O)c1cn(Cc2ccc(F)cc2)c2ccccc12)N1CCOCC1	0	4	-3	-1	-1	1	8	12	0
O=C(O)Cn1nnnc1SCC(=O)Nc1ccc(OC(F)(F)F)cc1	7	-1	-1	8	-1	-1	1	6	0
C/C(=N\NC(=O)C1CC1(C)c1ccccc1)c1ccco1 (stereo unspecified)	-4	-8	-2	15	-5	-2	-1	0	1
Nn1c(SCC(=O)NCCC2=CCCCC2)nnc1C1CCCCC1	6	7	1	4	-7	3	7	4	-4
Cn1c(=O)n(C)c2cc(NC(=O)c3cc4ccccc4o3)ccc21	5	4	-8	3	1	3	6	23	5
Cc1nn(C)c(C)c1NC(=O)COc1ccc(Cl)cc1Br	3	x	-1	5	-4	-10	-5	21	-2
O=C(Nc1ccc(F)c(Cl)c1)C1CCN(c2ncnc3c2nc2n3CCCCC2)CC1	-6	6	0	-3	-3	3	1	4	-1
CCOc1ccc(CCNC(=O)c2cccc(C#N)c2)cc1OCC	7	-7	-5	-2	-2	0	3	-2	-2
O=C(N/N=C/c1c[nH]c2ccccc12)C1CC(=O)N(c2ccccc2)C1 (stereo unspecified)	-3	2	3	12	3	7	3	14	-7
COC(=O)C1=C(C)OC(N)=C(C#N)C1c1cc2cccc(C)c2nc1Cl (stereo unspecified)	4	7	-7	x	3	1	x	-1	-4
O=[N+]([O-])c1ccc(Nc2ccccc2)c2nonc12	-2	29	-1	14	-5	11	6	17	-2
CCN(CC)S(=O)(=O)c1cccc(C(=O)Nc2sc3c(c2C(N)=O)CCCC3)c1	3	-3	-3	-4	3	11	0	9	2
CC(Oc1ccc(C#N)cc1)C(=O)NC1CCCC1 (stereo unspecified)	1	x	-3	7	-2	-2	1	9	0
CCn1c(SCC(=O)NC2CC2)nnc1-c1cccs1	-3	x	-3	13	1	1	5	-4	2
COc1ccc2[nH]c(=O)c(C(=O)O)cc2c1	2	3	1	4	0	9	-3	-5	-1
COc1cc(C(=O)OCC(=O)Nc2cc(-c3cc(C)c(C)cc3C)nn2-c2ccccc2)cc(OC)c1OC	2	5	1	2	-3	4	-2	1	-1
CC(C)=CC(=O)Nc1ccc2c(c1)OCO2	0	3	1	-1	2	4	2	-5	0
O=C(CN(Cc1ccccc1)S(=O)(=O)c1ccc(F)cc1)NCc1ccccn1	1	-4	1	-1	1	-1	-1	9	2
CC(/C=N/NC(=O)c1cc(-c2cccs2)[nH]n1)=C\c1ccccc1	-25	-1	-1	-1	-28	-15	-4	-6	-8
Cc1ccsc1C(=O)N[C@@H](C)c1nnc2ccccn12	-1	0	-3	3	0	1	1	1	0
COc1ccc(-c2noc(CCc3ccccc3)n2)cc1	2	2	-3	5	-4	2	1	1	2
COC(=O)c1ccccc1NC(=O)CCS(=O)(=O)c1cc2c(cc1C)NC(=O)CO2	3	6	-1	-1	-2	-4	-1	10	-1
COCCOC(=O)c1sc2nc[nH]c(=O)c2c1C	5	1	-4	3	3	1	5	-4	2
Cc1ccc(C(=O)COC(=O)C2CC3CCCC(C2)C3=O)cc1[N+](=O)[O-] (stereo unspecified)	-5	6	-2	-2	-3	-1	3	-3	-1
Cc1c(CCC(=O)NCCCN2CCCC2=O)c(=O)oc2cc(O)ccc12	3	-7	3	4	-2	-2	2	20	0
COc1ccc(C(=O)/C=C/N(C)C)cc1	0	8	-3	7	-3	7	2	1	-3
Cc1cc(C)nc(SCC(=O)Nc2nccs2)n1	-1	-3	2	-1	0	-1	-1	7	0
COCCn1c(=O)[nH]c2cc(C(=O)N3CCN(c4ccccc4OC)CC3)ccc2c1=O	6	4	2	1	-5	3	0	-1	-4
C=CCNC(=O)CN1CCC(NC(=O)c2ccco2)CC1	-1	4	-4	0	-3	4	4	-2	0
CN1C(=O)C2(C(C#N)=C(N)N(c3cc(Cl)cc(Cl)c3)C3=C2C(=O)CC(C)(C)C3)c2ccccc21 (stereo unspecified)	1	7	-5	-1	-2	1	3	1	4
Cn1cnnc1SCC(=O)c1ccc(O)c(O)c1	-1	11	-2	3	-2	8	3	1	-1
CCOc1ccc(C(C)=O)cc1CSc1nnc(N)s1	-5	1	-4	-8	-3	1	-3	-2	-3
CCCc1ccc(C2C3=C(CC(C)(C)CC3=O)NC3=C2C(=O)c2ccccc23)cc1 (stereo unspecified)	-12	-2	1	9	4	6	12	6	-20
Cc1ccc(C(=O)C(C)OC(=O)c2n[nH]c(=O)c3ccccc23)cc1 (stereo unspecified)	6	13	7	9	-2	-1	3	9	2
COc1ccc(S(=O)(=O)N2CCNC(=O)C2)cc1Br	1	-4	-3	5	-1	7	-2	1	-2
CC(C)(C)c1ccc(C(=O)N/N=C/c2ccccn2)cc1	-1	-5	-1	7	-3	5	-3	6	-3

Reformatted with values under each structure: part of the list above.
Value order: LYPLA2 inh	GSTO1 inh	PAD4 FP inh	PAFAH1B3 FP inh	PME-1 primary	pPAFAH FP inh	PAFAH1B2 inh	PREPL inh	LYPLA1 inh
COc1ccc(S(=O)(=O)N2CCNC(=O)C2)cc1Br
    1	-4	-3	5	-1	7	-2	1	-2
CCCc1ccc(C2C3=C(CC(C)(C)CC3=O)NC3=C2C(=O)c2ccccc23)cc1 (stereo unspecified)
    -12	-2	1	9	4	6	12	6	-20
C=CCNC(=O)CN1CCC(NC(=O)c2ccco2)CC1
    -1	4	-4	0	-3	4	4	-2	0
COCCn1c(=O)[nH]c2cc(C(=O)N3CCN(c4ccccc4OC)CC3)ccc2c1=O
    6	4	2	1	-5	3	0	-1	-4

Going on with the list:
SMILES	LYPLA2 inh	GSTO1 inh	PAD4 FP inh	PAFAH1B3 FP inh	PME-1 primary	pPAFAH FP inh	PAFAH1B2 inh	PREPL inh	LYPLA1 inh
CN(C(=O)CN1C(=O)NC(C)(CCc2ccccc2)C1=O)c1ccccc1 (stereo unspecified)	1	4	3	-5	-2	-1	15	-12	4
O=C(COc1ccccc1)OCC(=O)N1CCCc2ccccc21	8	3	0	6	-2	12	7	-11	4
Cc1ccc(NC(=O)COC(=O)CCc2ccccc2)c(Cl)c1	-1	5	-2	9	6	8	9	-17	0
CCOc1ccccc1C(=O)NCC(=O)OCC(=O)N1CCCC1	x	x	-2	9	x	5	4	9	x
N#Cc1ccccc1NC(=S)Nc1ccc(F)cc1	-2	0	1	13	-4	3	2	-1	2
Cn1ncc([N+](=O)[O-])c1C(=O)Nc1ccc(Cl)cc1	-1	5	-3	1	-2	0	1	-3	-1
CCOC(=O)CSc1nc2cccnc2n1-c1ccc(F)cc1	0	-8	1	5	6	3	-1	2	0
C(=N\N1CCN(Cc2cccc3ccccc23)CC1)/c1cccnc1	8	23	2	-3	-3	0	-2	32	0
Cc1oc(-c2ccccc2Cl)nc1CSCC(=O)O	1	5	-5	4	-7	3	0	-5	3
CCOC(=O)c1ncn2c1CN(C)C(=O)c1cc(F)ccc1-2	-2	0	-3	3	0	3	6	-8	-1
CC(Sc1nnc(-c2ccccc2F)n1C1CC1)C(N)=O (stereo unspecified)	0	2	5	-2	1	-2	-2	-3	0
O=C(NCC(=O)N1CCN(S(=O)(=O)c2ccccc2F)CC1)c1ccc2c(c1)OCO2	11	9	2	11	0	-2	3	13	1
Cc1ccc(NC(=O)C=NOCC(=O)Nc2cc(C)cc(C)c2)cc1	x	x	1	4	x	-6	6	13	x
COc1cc(C(=S)N2CCN(C)CC2)ccc1OCC(=O)NCc1ccccc1	8	5	-4	x	3	2	x	-3	2
COc1ccc2c(COC(=O)c3cccc(S(=O)(=O)NCC(C)C)c3)cc(=O)oc2c1	-7	12	-2	-1	-2	11	1	9	-4
N/C(=N\c1nc2ccccc2o1)NC(=O)c1ccc(F)cc1	1	-12	-4	2	-7	-7	0	8	0
CC(C)(C)n1ncc2c(=O)n(Cc3c(Cl)cccc3Br)cnc21	6	x	5	3	4	2	3	8	3
CN(c1ccc(C(=O)Nc2ccc3c(c2)n(C)c(=O)n3C)cc1)S(C)(=O)=O	6	5	-5	9	-1	4	-5	6	1
CN(C)CCN(C(=O)c1ccc2ccccc2c1)c1nc2ccc(F)cc2s1	6	9	-2	2	-4	2	4	6	-1
O=C(Nc1nc(NC(=O)c2ccco2)n(-c2ccccc2)n1)c1ccccc1	2	9	0	7	2	1	-2	9	4
CCOC(=O)C1=C(c2ccccc2)O/C(=C(/C(=O)OC)C(F)(F)F)S1	-4	-6	3	7	-4	0	2	-3	-2
CCc1cccc(OCC(=O)Nc2cc(Cl)ccc2-n2cncn2)c1	-4	x	-4	-3	-25	7	1	1	-2
Cc1cccc(Cn2cnc3c(nnn3Cc3ccccc3F)c2=O)c1	8	-1	-2	1	4	-2	8	6	5
CC1(C)CC(NCCC(c2ccccc2)c2ccco2)CCO1 (stereo unspecified)	-1	-7	-1	4	4	4	6	-7	-3
CCOC(=O)Cc1nnc(NC(=O)CC)s1	5	2	-3	5	0	6	1	0	3
COc1ccc(C(=O)NC(=S)NNC(=O)c2ccc(NC(C)=O)cc2)cc1Br	-2	-18	4	6	1	5	-2	-7	-1
CCCCN(C(=O)c1cnc(C)cn1)c1c(N)n(CCC)c(=O)[nH]c1=O	2	x	2	7	-2	-3	-8	15	0
CN(CCCNC(=O)c1cc2c(=O)[nH]c3ccccc3c2n1C)Cc1ccccc1	-13	-8	2	10	-6	-5	2	-43	-3
COc1ccc(C(C)=O)cc1CSc1ccc2c(c1)OCCO2	7	16	2	-3	4	2	9	7	0
C/C(=N\NC(=O)CSc1nc2ccccc2c(=O)n1-c1ccccc1C)c1cccs1	4	3	-1	-7	5	5	7	13	-1
CCOC(=O)N1CCN(S(=O)(=O)N(C)C)CC1	-2	3	-4	-2	-1	0	7	-2	-1
COc1cccc(CN2CCCC(C(=O)c3ccc4c(c3)OCO4)C2)c1O (stereo unspecified)	-1	0	0	7	9	3	3	-2	-1
O=C(O)c1cccc(S(=O)(=O)Nc2cccc(S(=O)(=O)N3CCCC3)c2)c1	3	x	1	7	-6	2	2	-3	0
O=S(=O)(NCCc1ccccc1)c1ccc(-n2cnnn2)cc1	-3	28	-9	5	-8	6	3	-20	-2
O=C(c1ccc(Cl)c(S(=O)(=O)N2CCCCC2)c1)N1CCCC1	-2	-4	-1	7	5	3	3	6	4
CCn1c2ccccc2c2nnc(SCc3ccccc3)nc21	-3	-3	0	3	-4	4	-2	4	-3
O=C(NC1CCN(S(=O)(=O)c2ccc(F)cc2)CC1)c1cccnc1	-4	1	-5	6	-1	3	4	-10	-2
C=CCNC(=O)c1cc2cccc(OC)c2oc1=O	2	-3	6	10	-2	-2	3	-4	3
CCOC(=O)/C=c1\s/c(=C\c2ccc(C(=O)OC)cc2)c(=O)n1CC(=O)Nc1ccccc1	-5	4	4	-8	1	0	-2	-4	-2
Cc1ccc(NC(=O)C2=C(c3ccccc3)S(=O)(=O)CCS2(=O)=O)cc1	-1	-1	-9	4	-5	4	-4	-7	-4
